Sm TGR inh = qHTS Assay for the Inhibitors of Schistosoma Mansoni Peroxiredoxins | Schistosoma mansoni thioredoxin glutathione reductase (TGR), Q962Y6 | purified TGR, DTNB reduction, TNB absorbance 405 nm | Potency, µM (doses to about 114 µM), without a hit: at the highest dose activity change, negative = inhibition, most hits filed as inhibitors | 360,000 tested, 3% active | AID 485364, 2010; note: potency is the fitted concentration of half-maximal effect; nearly all actives have a fitted effect of over 60% in size
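TGR 20 nM + NADPH 100 uM (dispensed conc.), cpd preinc 15 min RT; start with NADPH (500 uM addition) then DTNB (15 mM addition). Kinetic TNB absorbance, 405 nm filter. Four-parameter Hill fit across titration.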
HCV inh = qHTS Assay for Inhibitors of Hepatitis C Virus (HCV); Huh7.5.1 HCVcc-Cre infection, luciferase reporter, 44 h; Potency, µM (series often up to 41.8 µM), for inactives: at the highest dose activity change, negative = inhibition, hits mostly inhibitors; 340,000 tested, 3.4% active; AID 651820, 2012; note: potency is the fitted concentration of half-maximal effect
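Reporter virus HCVcc-Cre (~0.5 moi) infects cells exposed to compound; seeding density 1,000 cells/well with 4 h settling beforehand. Luminescence, 15 sec read, taken 44 h post-infection following a 15 min RT substrate incubation.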
HCMV antiviral = qHTS Assay for inhibitors of the human cytomegalovirus (HCMV). HFF cells, HCMV-luciferase reporter, 72 h; hits give low values. activity change, negative = inhibition, % at 57.5 µM. 410,000 tested, 4.5% active. AID 1259415, 2018; in the data active = activity change below about -60%; inconclusive = no clear call, values can overlap the other calls; inactive = above about -39%
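Screen run at 2 compound doses on HFFs infected with reporter HCMV, MOI 1 PFU/cell. Luciferase activity from cell lysates at 72 h post infection gave inhibition relative to buffer-only and Salinomycin wells.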
AMA1 RON2 block = qHTS for Inhibitors of AMA1-RON; Towards Development of Antimalarial Drug Lead: Primary Screen | Plasmodium falciparum AMA1 (3D7) - RON2 peptide interaction | AlphaScreen AMA1-biotinylated RON2 peptide binding | Potency, µM (series often up to 58.2 µM), inactives show at the highest dose activity change, negative = inhibition, actives largely listed as inhibitors | 360,000 tested, 0.2% active;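 note: potency is the fitted concentration of half-maximal effect; 0% = vehicle wells and -100% = peptide control; nearly all actives have a fitted effect of over 45% in size; some results filed as inactive show a strong effect at the top dose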
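AMA1 (3D7) with his tag at 25 nM final met compounds first, then biotinylated RON2 peptide at 25 nM; detection used donor plus acceptor beads, 10 µg/mL apiece, read by AlphaScreen after 30 min at room temperature.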
AmpC inh detg = qHTS Inhibitors of AmpC Beta-Lactamase (assay with detergent). P00811. AmpC hydrolysis of nitrocefin, absorbance 480 nm, 0.01% Triton. Potency, µM (titrated, usually from 114 µM), for inactives: at the highest dose activity change, negative = inhibition, hits mostly inhibitors. 370,000 tested, 0.041% active;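 note: potency is the fitted concentration of half-maximal effect; 0% = no-compound wells and -100% = no-enzyme wells; nearly all actives have a fitted effect of over 25% in size; some results filed as inactive show a strong effect at the top dose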
Target sequence (P00811 whole entry, looked up): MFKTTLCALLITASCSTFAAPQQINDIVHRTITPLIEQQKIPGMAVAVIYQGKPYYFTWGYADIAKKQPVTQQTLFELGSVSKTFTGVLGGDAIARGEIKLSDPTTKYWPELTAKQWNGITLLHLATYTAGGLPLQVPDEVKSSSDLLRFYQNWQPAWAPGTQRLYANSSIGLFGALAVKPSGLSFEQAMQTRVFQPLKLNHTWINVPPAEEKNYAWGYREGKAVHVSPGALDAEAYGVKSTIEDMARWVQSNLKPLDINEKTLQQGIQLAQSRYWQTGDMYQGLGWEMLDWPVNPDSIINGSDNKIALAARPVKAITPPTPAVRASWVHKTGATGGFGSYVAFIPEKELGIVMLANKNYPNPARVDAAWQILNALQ
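20 mM phosphate pH 7.0 + 0.01% (detergent screen) or 0.0001% Triton X-100; 5.3 nM AmpC reagent; cpd preinc 15 min RT; nitrocefin (800 uM stock) to start; A480 q20 s × 4 min; Activity was normalised to no-enzyme and no-compound control wells.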
FBPA Giardia inh = qHTS Assay for Inhibitors of Fructose-1,6-bisphosphate Aldolase from Giardia Lamblia; A8B2U2; purified Giardia FBPA; Potency, µM (highest dose often 59.6 µM), without a hit: at the top dose activity, negative = inhibition, actives largely listed as inhibitors; 290,000 tested, 0.71% active; note: potency is the fitted concentration of half-maximal effect; nearly all actives have a fitted effect of over 55% in size
Target sequence (A8B2U2 whole entry, looked up): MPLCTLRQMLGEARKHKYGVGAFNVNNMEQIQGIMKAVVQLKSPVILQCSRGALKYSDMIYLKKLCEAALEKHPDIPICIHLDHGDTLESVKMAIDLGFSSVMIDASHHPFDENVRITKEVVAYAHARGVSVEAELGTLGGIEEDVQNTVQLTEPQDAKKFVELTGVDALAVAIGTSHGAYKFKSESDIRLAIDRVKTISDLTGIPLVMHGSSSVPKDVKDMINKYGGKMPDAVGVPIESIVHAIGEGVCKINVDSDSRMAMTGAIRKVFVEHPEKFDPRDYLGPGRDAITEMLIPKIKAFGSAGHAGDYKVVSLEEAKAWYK
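40 nM FBPA preincubated 10 min at RT with compound (up to 57.5 uM final), then substrate plus GAPDH/TPI/NAD/arsenate coupling and diaphorase/resazurin added. Fluorescence read after 20 min at RT, 525/598 nm.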
* = called active by the depositor; & = joins results of further samples; [ ] = dose if it differs, or a comment. Unless noted, calls come from the whole dose curve; as a rule, active = well fitted curve in the direction sought with a large enough effect; inconclusive = small, poorly fitted or top-dose-only effect, or another doubt; inactive = no such curve, though single readings can be large; an effect the other way counts as inactive or inconclusive. Unless noted, % is set by controls: 0 for no effect and ±100 for the full control effect.

For CN1CCN(c2ccc(S(=O)(=O)N3CCCCC3)cc2NC(=O)CSCc2ccccc2)CC1 the results were Sm TGR inh -7%, HCV inh -7%, HCMV antiviral 5, AMA1 RON2 block -3%, AmpC inh detg -2% and FBPA Giardia inh 1%.
CCCCn1nnnc1SCC(=O)Nc1cccc(C)n1 was read as Sm TGR inh 2%, HCV inh 5%, HCMV antiviral 1, AMA1 RON2 block 3%, AmpC inh detg 4% and FBPA Giardia inh 1%.
`CCOc1ccc(CN2C(=O)C(=O)c3cccc(C)c32)cc1OC` gave Sm TGR inh 0%, HCMV antiviral inconclusive and AmpC inh detg 13%.
O=C(O)c1cc(N/N=C/c2cccnc2)ccc1Cl was read as Sm TGR inh inconclusive, HCV inh 10%, HCMV antiviral -26, AMA1 RON2 block 7%, AmpC inh detg -1% and FBPA Giardia inh -8%.
For O=C(NC1(C(F)(F)F)NC(=O)N(Cc2cccnc2)C1=O)c1ccc(F)cc1 (centres undefined) the results were Sm TGR inh 3%, HCV inh 23%, HCMV antiviral -26, AMA1 RON2 block -11%, AmpC inh detg inconclusive and FBPA Giardia inh 0%.
For COc1ccc(NC(=O)CN2C(=O)COc3ccccc32)cc1OC the results were Sm TGR inh -17%, HCV inh 13%, HCMV antiviral -4, AMA1 RON2 block 3%, AmpC inh detg inconclusive and FBPA Giardia inh 2%.
For O=C(CSc1nc2cc([N+](=O)[O-])ccc2n1-c1ccc(F)cc1)NC1CCS(=O)(=O)C1 (centres undefined) the results were Sm TGR inh 4%, HCV inh -16%, HCMV antiviral -15, AMA1 RON2 block 8%, AmpC inh detg inconclusive and FBPA Giardia inh -11%.
Screening O=C(NCCc1c[nH]c2ccccc12)C(=O)NCC1OCCCN1S(=O)(=O)c1ccc(F)cc1 (centres undefined) returned Sm TGR inh -15%, HCV inh inconclusive, HCMV antiviral inconclusive, AMA1 RON2 block -5%, AmpC inh detg -3% and FBPA Giardia inh 1%.
For O=S(=O)(CC(c1ccccc1)N1CCCCC1)c1ccc(Cl)cc1 (centres undefined) the results were Sm TGR inh 9%, HCV inh -10%, HCMV antiviral -31, AMA1 RON2 block -4%, AmpC inh detg 6% and FBPA Giardia inh 2%.
`N#CCCCSc1nnc(CSc2nc3ccccc3s2)n1-c1ccccc1` gave Sm TGR inh 0%, HCV inh inconclusive, HCMV antiviral inconclusive, AMA1 RON2 block -6%, AmpC inh detg -5% and FBPA Giardia inh 1%.
`CC1CCCCC12NC(=O)N(CC(=O)OCC(=O)c1ccc(OC(F)F)cc1OC(F)F)C2=O` (centres undefined) gave Sm TGR inh -34%, HCV inh 5%, HCMV antiviral 19, AMA1 RON2 block 0% and AmpC inh detg 0%.
CCOC(=O)c1[nH]c(C)c(C(=O)OC(C)C(=O)Nc2ncc(Cl)cc2Cl)c1C (centres undefined) was read as Sm TGR inh -1%, HCV inh inconclusive, HCMV antiviral 51, AMA1 RON2 block 20%, AmpC inh detg 3% and FBPA Giardia inh 0%.
For COc1ccc(NC(=S)N2CCC(Cc3ccccc3)CC2)cc1OC the results were Sm TGR inh 7%, HCV inh -16%, HCMV antiviral inconclusive, AMA1 RON2 block 15%, AmpC inh detg inconclusive and FBPA Giardia inh -2%.
Cc1ccc(-c2nn(CCC(=O)Nc3ccc(OC(F)(F)F)cc3)c(=O)c3ccccc23)cc1 was read as Sm TGR inh 4%, HCMV antiviral 1 and AmpC inh detg 0%.
`Cc1ccc(-c2cn3nc(-c4ccccc4)c(-c4ccccc4)nc3n2)cc1` gave Sm TGR inh -6%, HCV inh -18%, HCMV antiviral -4, AMA1 RON2 block 14%, AmpC inh detg -6% and FBPA Giardia inh 1%.
For Cc1nn(-c2ccccc2)c2c1C(c1ccc(F)cc1)C(C#N)=C(N)O2 (centres undefined) the results were Sm TGR inh 9%, HCV inh 30%[activator], HCMV antiviral 3, AMA1 RON2 block -9%[11.6 µM], AmpC inh detg 0% and FBPA Giardia inh -7%.
For CN(C)S(=O)(=O)c1ccc(-n2cccc2)cc1 the results were HCV inh 7%, HCMV antiviral -20, AMA1 RON2 block -8%, AmpC inh detg 6% and FBPA Giardia inh 0%.
Screening CCOc1ccc(CNc2ccc3c(c2)nc(C)n3C)cc1 returned Sm TGR inh -9%, HCV inh inconclusive, HCMV antiviral -32, AMA1 RON2 block -23%, AmpC inh detg 0% and FBPA Giardia inh -18%.
Screening CCS(=O)(=O)c1ccc2oc(SCC(=O)c3c(N)n(C4CC4)c(=O)[nH]c3=O)nc2c1 returned Sm TGR inh -18%, HCV inh 4%, HCMV antiviral 9, AMA1 RON2 block 2% and AmpC inh detg 7%.
For CS(=O)(=O)c1ccc(C(=O)N2CCN(C(=O)c3ccco3)CC2)cc1 the results were Sm TGR inh 0%, HCV inh 15%, HCMV antiviral -6, AMA1 RON2 block -4% and AmpC inh detg -10%.

The final 3 entries of the section above lead into the next.
Screening CCOc1ccc(CNc2ccc3c(c2)nc(C)n3C)cc1 returned Sm TGR inh -9%, HCV inh inconclusive, HCMV antiviral -32, AMA1 RON2 block -23%, AmpC inh detg 0% and FBPA Giardia inh -18%.
Screening CCS(=O)(=O)c1ccc2oc(SCC(=O)c3c(N)n(C4CC4)c(=O)[nH]c3=O)nc2c1 returned Sm TGR inh -18%, HCV inh 4%, HCMV antiviral 9, AMA1 RON2 block 2% and AmpC inh detg 7%.
For CS(=O)(=O)c1ccc(C(=O)N2CCN(C(=O)c3ccco3)CC2)cc1 the results were Sm TGR inh 0%, HCV inh 15%, HCMV antiviral -6, AMA1 RON2 block -4% and AmpC inh detg -10%.
COc1ccc(-n2nc([N+](=O)[O-])c(=NCc3ccco3)n2O)cc1 was read as Sm TGR inh inconclusive, HCV inh 0%, HCMV antiviral -6, AMA1 RON2 block 8%, AmpC inh detg 5% and FBPA Giardia inh -9%.
`O=S(=O)(NCCc1ccccc1)c1ccccc1` gave Sm TGR inh 5%, HCV inh 13%, HCMV antiviral 10, AMA1 RON2 block 34%, AmpC inh detg 7% and FBPA Giardia inh -4%.
Screening CCN(CC)CCNC(=O)c1c(O)c2ccccc2n(Cc2ccccc2)c1=O returned Sm TGR inh 10%, HCV inh inconclusive, HCMV antiviral 22, AMA1 RON2 block 8%, AmpC inh detg -12% and FBPA Giardia inh -8%.
For CC(=O)NCc1ccc(C(=O)COC(=O)COc2ccccc2)s1 the results were Sm TGR inh -20%, HCV inh -17%, HCMV antiviral 31, AMA1 RON2 block 0% and AmpC inh detg -11%.
For CCn1c(Cc2cccs2)nnc1SCC(=O)c1ccc(C)cc1 the results were Sm TGR inh -26%, HCV inh -19%, HCMV antiviral 47, AMA1 RON2 block -3%, AmpC inh detg -1% and FBPA Giardia inh -15%.
CSc1sc(C)cc1C1C(C#N)=C(N)N(c2cccnc2)C2=C1C(=O)CC(C)(C)C2 (centres undefined) was read as Sm TGR inh -17%, HCV inh 11%, HCMV antiviral -5, AMA1 RON2 block 2%, AmpC inh detg 0% and FBPA Giardia inh -12%.
Screening CCOC(=O)c1c(CN(C)C)n(-c2ccccc2)c2cc(Br)c(O)cc12 returned Sm TGR inh 3%, HCV inh -29%, HCMV antiviral -35, AMA1 RON2 block -19%, AmpC inh detg 7% and FBPA Giardia inh -10%.
For CCn1c2nc(SCCN3CCOCC3)nnc2c2cc(C)cc(C)c21 the results were Sm TGR inh 0%, HCV inh -16%, HCMV antiviral inconclusive, AMA1 RON2 block 53%[activator], AmpC inh detg -7% and FBPA Giardia inh 5%.
For O=[N+]([O-])c1cccc(S(=O)(=O)Nc2nc3ccccc3nc2Nc2cccc(S(=O)(=O)N3CCCCC3)c2)c1 the results were Sm TGR inh -11%, HCV inh 10µM*, HCMV antiviral -100*, AMA1 RON2 block -6%, AmpC inh detg -5% and FBPA Giardia inh 1%.
Cc1nc2cc(NS(=O)(=O)c3c(C)c(C)cc(C)c3C)ccc2s1 was read as Sm TGR inh -8%, HCV inh 2.8µM*, HCMV antiviral -82*, AMA1 RON2 block 16%, AmpC inh detg -3% and FBPA Giardia inh -23%.
For Cn1cnc(S(=O)(=O)N2CCN(C(c3ccccc3)c3ccccc3)CC2)c1 the results were Sm TGR inh -7%, HCV inh 18%, HCMV antiviral -15, AMA1 RON2 block 0%, AmpC inh detg -15% and FBPA Giardia inh 2%.
Screening COc1nc2ccccc2c(=O)n1-c1ccc(C)cc1 returned Sm TGR inh -1%, HCV inh -12%, HCMV antiviral -20, AMA1 RON2 block -14%, AmpC inh detg inconclusive and FBPA Giardia inh -4%.
Screening COCCCNC(=O)Cn1cc(C(=O)c2cccs2)c2ccccc21 returned Sm TGR inh inconclusive, HCV inh -16%, HCMV antiviral 24, AMA1 RON2 block 8%, AmpC inh detg inconclusive and FBPA Giardia inh 2%.
Screening O=C(Nc1ccc(F)cc1)c1ccc2c(=O)n(CC3CCCO3)c(=S)[nH]c2c1 (centres undefined) returned Sm TGR inh -9%, HCV inh -23%, HCMV antiviral -25, AMA1 RON2 block 49%[activator], AmpC inh detg -8% and FBPA Giardia inh 3%.
For ClCCN(CCCl)c1ccc(C=Cc2ccncn2)cc1 the results were HCV inh inconclusive, HCMV antiviral inconclusive and AMA1 RON2 block 64%[activator].
Cc1onc(-c2ccccc2)c1CNC(=O)Nc1cccc(Cl)c1 was read as Sm TGR inh -7%, HCV inh inconclusive, HCMV antiviral -40, AMA1 RON2 block 4%, AmpC inh detg -8% and FBPA Giardia inh -4%.
CC1=C(C(=O)N(C)C)C(c2ccccc2OC(F)F)NC(=O)N1 (centres undefined) was read as Sm TGR inh 4%, HCV inh 11%, HCMV antiviral inconclusive, AMA1 RON2 block 8%, AmpC inh detg -5% and FBPA Giardia inh 1%.
Screening O=C(c1ccco1)N1CCN(c2ccc([N+](=O)[O-])c(N3CCOCC3)c2)CC1 returned Sm TGR inh -1%, HCV inh inconclusive, HCMV antiviral -17, AMA1 RON2 block 12%, AmpC inh detg 0% and FBPA Giardia inh -10%.
COc1ccccc1CNC(=O)CN(C)CC(=O)Nc1ccc(F)c(F)c1F was read as HCV inh -19%, HCMV antiviral 0 and AMA1 RON2 block 72%[activator].
Screening O=C(c1ccc(F)cc1)N(NC(=O)C(O)(c1ccccc1)c1ccccc1)c1ccccc1 returned Sm TGR inh -31%, HCV inh 11%, HCMV antiviral 1, AMA1 RON2 block -5%, AmpC inh detg -9% and FBPA Giardia inh 2%.
Cc1ccc(S(=O)(=O)NC2(C(F)(F)F)C(=O)Nc3c2c(=O)[nH]c(=O)n3-c2ccccc2)cc1 (centres undefined) was read as Sm TGR inh 4%&-9%, HCV inh 1%, HCMV antiviral 22&-5, AMA1 RON2 block -10%, AmpC inh detg -1%&-8% and FBPA Giardia inh inconclusive.

Assay outcomes from PubChem BioAssay.
